D2 antag: antagonists of human D2 dopamine receptor | P14416 | HEK293 TREx D2 cells, calcium flux, dopamine EC80 | inhibition, % at 10 µM | hit rate 2% among 340,000 | AID 485344; in the data active means inhibition above about 30%; further: 0% is about no effect
Target sequence (P14416 whole entry, looked up): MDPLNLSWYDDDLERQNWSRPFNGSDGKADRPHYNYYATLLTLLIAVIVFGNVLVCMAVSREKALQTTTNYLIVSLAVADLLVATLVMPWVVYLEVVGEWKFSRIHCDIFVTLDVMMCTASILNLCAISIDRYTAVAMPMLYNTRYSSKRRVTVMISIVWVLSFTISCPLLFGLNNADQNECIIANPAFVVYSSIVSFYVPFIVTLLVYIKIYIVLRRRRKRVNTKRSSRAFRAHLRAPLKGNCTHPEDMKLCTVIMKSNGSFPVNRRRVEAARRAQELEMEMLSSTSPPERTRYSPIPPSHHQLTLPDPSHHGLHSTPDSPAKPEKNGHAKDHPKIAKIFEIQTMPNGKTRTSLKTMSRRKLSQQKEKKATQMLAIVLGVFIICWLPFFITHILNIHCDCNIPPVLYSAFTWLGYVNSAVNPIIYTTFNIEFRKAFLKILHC
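HEK293 T-REx D2 cells, tet-induced, calcium dye no-wash. Cpd pintool add, 180 s kinetic, then EC80 DA, 180 s kinetic. Ca flux read.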
RXFP1 antagonist: antagonists of human relaxin receptor RXFP1. Q9HBX9. HEK293-RXFP1, relaxin-stimulated cAMP HTRF, 30 min; stronger effect = lower value. activity change, negative = inhibition, % at 57.5 µM. hit rate 0.59% among 350,000. AID 1259400;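 active means activity change of -60% or lower, but not beyond a set lower limit; inconclusive means change between -60% and -40%, or beyond the set limit; inactive means change above -40%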; further: on the % scale 0 is the no-effect control and ±100 the full control effect
D1 agonist: agonists of human D1 dopamine receptor. P21728. HEK293 T-REx D1 cells, calcium flux, agonist mode. activation, % at 2 µM. hit rate 1% among 360,000. AID 504660; in the data active means activation above about 30%; further: 0% is about no effect
Target sequence (P21728 whole entry, looked up): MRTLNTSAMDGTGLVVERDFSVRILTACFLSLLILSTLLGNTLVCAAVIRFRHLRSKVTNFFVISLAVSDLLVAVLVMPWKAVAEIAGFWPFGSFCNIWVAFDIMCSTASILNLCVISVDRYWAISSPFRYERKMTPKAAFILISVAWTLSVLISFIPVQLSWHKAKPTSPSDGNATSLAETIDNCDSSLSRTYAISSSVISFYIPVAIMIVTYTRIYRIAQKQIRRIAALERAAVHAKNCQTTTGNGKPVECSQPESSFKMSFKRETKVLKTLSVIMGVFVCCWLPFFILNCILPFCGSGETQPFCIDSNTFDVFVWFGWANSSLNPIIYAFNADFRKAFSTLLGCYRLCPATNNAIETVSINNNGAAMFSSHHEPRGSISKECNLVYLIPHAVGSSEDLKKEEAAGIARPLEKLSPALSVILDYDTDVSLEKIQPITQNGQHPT
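Tetracycline-induced HEK293 TREx D1 cells, force-coupled to calcium signalling, were dye-loaded with a no-wash calcium kit. Compound was pin-added after a 10 s baseline. Fluorescence was read kinetically at 1 cycle/s for 180 s, with calcium rises flagged as agonism.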
TRHR enhancer: TRH receptor (human) allosteric enhancement; P34981; TRHR cells, fluo-8 calcium fluorescence, EC20 TRH enhancement; enhancement, % at 2 µM; hit rate 0.66% among 360,000; in the data active means enhancement above about 30%; further: 0% is about no effect
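TRHR-expressing cells loaded with fluo-8 calcium dye were read kinetically (ex 480/em 530) during compound addition, then stimulated with an EC20 of TRH (10 nM final). Enhancement of the Gq-mediated intracellular calcium response was scored.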
D2 ag: activates the human D2 dopamine receptor; P14416; HEK293 T-REx D2 cells, calcium flux agonist mode; activation, % at 2 µM; hit rate 0.53% among 340,000; AID 485358;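 active means activation over 3 SD above normal in the single-dose calcium agonist read, cut at about 30% in these data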; further: 0% is about no effect
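In this primary screen, compounds producing a positive calcium signal within 180 s of addition to tetracycline-induced, force-coupled HEK293 Trex D2 cells are flagged; cells are dye-loaded with a no-wash calcium kit beforehand.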
RXFP1 ag: RXFP1 (human) receptor agonism; HEK293T-RXFP1 cAMP TR-FRET, 30 min; response scale: percent of porcine relaxin response, buffer zero; Potency, µM (doses to about 57.5 µM), for inactives: at the highest dose activation, hits mostly activators; hit rate 0.3% among 370,000; AID 2676; active means well fitted activation curve with a large enough effect; inconclusive means small, poorly fitted or top-dose-only effect; further: potency means the concentration at half of the fitted maximal effect; on the % scale 0 is the no-effect control and ±100 the full control effect; nearly all actives have a fitted effect of over 60% in size; many of its hits are not listed in these tables
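cAMP rise read by TR-FRET after 30 min, 37C compound exposure (up to 58 uM) in RXFP1-transfected HEK293 cells with Ro 20174 present. EC50 from Hill-equation fits, with 29 nM porcine relaxin as 100% and buffer as basal.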
D1 PAM: human D1 dopamine receptor positive modulation; P21728; HEK293 TREx D1 cells, calcium flux, dopamine EC20 potentiation; potentiation, % at 10 µM; hit rate 0.036% among 360,000; in the data active means potentiation above about 30%; further: 0% is about no effect
D2 PAM: positively modulates the human D2 dopamine receptor allosterically. HEK293 T-REx D2, calcium flux, EC20 dopamine potentiation. AID 485347. potentiation, % at 10 µM. hit rate 0.34% among 340,000;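 active means potentiation over 3 SD above the plate norm, cut at about 30% in these data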; further: 0% is about no effect
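Calcium flux readout, no-wash dye, 1 read/s. Inducible HEK293 Trex D2 line, overnight 30 C. Compound alone 180 s (agonist flags), then EC20 dopamine, another 180 s to score potentiation.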
D1 antag: antagonists of human D1 dopamine receptor | P21728 | HEK293 TREx D1 cells, calcium flux, dopamine EC80; stronger effect = lower value | activity change, negative = inhibition, % at 10 µM | hit rate 3.2% among 360,000 | AID 504652; in the data active means activity change below about -30%; further: on the % scale 0 is the no-effect control and ±100 the full control effect
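Compound effects on dopamine-evoked calcium signalling were measured in tetracycline-induced HEK293 Trex D1 cells. Dopamine at EC80 followed a 180 s compound pre-read, and fluorescence was tracked kinetically for 180 s more.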
An asterisk follows results filed as active; u = inconclusive; x = no result given; & = joins results of further samples. These rows are one share of the data; the hit share may differ from the screen's.

The first two entries, to show the layout:
SMILES	D2 antag	RXFP1 antagonist	D1 agonist	TRHR enhancer	D2 ag	RXFP1 ag	D1 PAM	D2 PAM	D1 antag
CC1(C)CC(=O)C/C(=N/NC(=O)C2CCN(S(=O)(=O)c3cccs3)CC2)C1	-4	-6	5	-1	0.0	-2.5%	6	-4	8
CN(CC(=O)Nc1ccccc1Br)C(=O)c1ccc(COc2ccccc2)cc1	1	-11	4	-1	-0.4	0.4%	-2	-1	-4

Main list, previewed entries included:
SMILES	D2 antag	RXFP1 antagonist	D1 agonist	TRHR enhancer	D2 ag	RXFP1 ag	D1 PAM	D2 PAM	D1 antag
CC1(C)CC(=O)C/C(=N/NC(=O)C2CCN(S(=O)(=O)c3cccs3)CC2)C1	-4	-6	5	-1	0.0	-2.5%	6	-4	8
CN(CC(=O)Nc1ccccc1Br)C(=O)c1ccc(COc2ccccc2)cc1	1	-11	4	-1	-0.4	0.4%	-2	-1	-4
CCC(=O)NC(C)C(c1cccs1)N1CCN(Cc2ccccc2)CC1 (stereo not drawn)	2	4	-2	-5	45*	1.7%	3	-15	6
O=C(Nc1nnc(S(=O)(=O)N2CCCc3ccccc32)s1)c1cccc(Cl)c1	x	-17	0	-4	0.4	1.9%	0	-7	5
CCCCn1c(N)c(N(CCOC)C(=O)CSc2n[nH]c(-c3ccc(C)cc3)n2)c(=O)[nH]c1=O	8	-3	1	2	0.6	-0.2%	2	0	0
COc1cccc(CNC(=O)Cn2ccc3cc(S(=O)(=O)N4CCCC4)ccc32)c1	4	-2&-5	8&3	0&-3	0.2&0.7	2.3%&1.9%	-8&-3	-6&9	-18&-7
O=c1c2ccccc2c(-c2ccc(Cl)cc2)nn1-c1ccccc1	17	-15	2	-2	0.2	-1.2%	-1	13	21
CC(=O)Nc1ccc(/C=N/Nc2ccc(C(=O)c3c(C)cc4ccccn34)cc2[N+](=O)[O-])cc1	8	0	2	3	-0.4	0.2%	2	11	-18
Cc1ccc(C(=O)NCCc2nnc3ccc(SCC(=O)N4CCCC4)nn23)cc1	10	2	5	-3	0.4	-0.1%	-1	-5	2
CC(C)CN(CC(C)C)CC(O)Cn1cc(/C=C/C(=O)c2ccccc2)c2ccccc21 (stereo not drawn)	x	x	3	5	1.3	3.3%	1	16	10
[O-]/[N+](=C/c1ccco1)c1ccccc1	18	9	1	-3	0.3	-0.4%	-8	2	12
Cc1cc(Oc2ccccc2)nc(SCC(N)=O)n1	-21	1	1	-6	-0.4	1.0%	-4	-22	15
CN(C)/C=N/c1sc2c(c1C#N)CC(C)(C)NC2(C)C	x	-16	2	0	x	-2.6%	-27	7	-45*
CCCn1nnnc1NCc1ccccc1OCC	1	-2	1	1	-1.8	0.0%	3	-10	-6
Cc1cc(C)n(-c2ccc(C(=O)OCC(=O)Nc3ccc(S(=O)(=O)N4CCCCC4)cc3)cc2)n1	2	-10	3	18	0.2	0.0%	-7	9	-1
COc1cccc(-n2cnc3scc(-c4cccs4)c3c2=O)c1	-3	-4	6	9	-0.6	-0.2%	0	13	-8
CC1(C)CC(=O)C2=C(C1)Nc1ccccc1NC2	-11	-10	0	-1	-0.4	-5.6%	-5	2	-51*
O=C(OCC(=O)N1CCCC1)c1ccc(NS(=O)(=O)c2cccs2)cc1O	-14	6	3	18	2.2	0.6%	3	4	1
Cc1ccc(S(=O)(=O)N2CCC(c3ccncc3)CC2)c(C)c1	x	-1	15	-2	0.1	0.2%	-2	3	-34*
Cc1ccc(-c2noc(CCC(=O)NC3CC3)n2)cc1	-20	-17	2	-2	0.9	-0.8%	-5	-13	9
CN(C)c1ccc(C2(c3ccc(N(C)C)cc3)OC(=O)c3cc(N)ccc32)cc1	2	-38	3	10	0.3	0.0%	-2	10	2
CC1CCCN(C(=O)/C(=C/c2ccco2)NC(=O)c2ccccc2)C1 (stereo not drawn)	-23	1	5	-5	1.4	1.9%	x	-6	-3
COc1cc(/C=C/C(=O)c2ccc3c(c2)OCCO3)cc(OC)c1OC	0	-1	12	-2	0.5	0.8%	-4	12	-3
Cc1nc(C(=O)NNC(=O)Nc2ccccc2)cs1	-5	15	2	-12	0.3	0.0%	-1	-3	-7
COc1ccc2cc(C(=O)/C=C/c3cc(OC)c(O)c(OC)c3)ccc2c1	16	-7	25	1	4.1	4.1%	-5	3	-13
Fc1ccc(CSc2nc3ccccc3[nH]2)c2ccccc12	3	-31	4	-7	-0.5	1.3%	-6	-7	-18
Cc1cccc(C(C)C)c1NC(=O)c1ccc(COc2ccc3c(C)cc(=O)oc3c2)cc1	-7	8	5	-3	-2.2	5.6%	0	0	-10
C=CCSc1n[nH]c(-c2ccccc2)n1	-6	-6	0	6	0.0	-0.5%	3	18	-20
CCOc1ccc(/C=N/NC(=O)Cn2ccnc2C)cc1	-2	-9	2	1	0.2	1.7%	-5	-5	-5
CCOC(=O)/C(=C/c1cn(C)c2ccccc12)NC(=O)c1ccccc1	4	0	1	5	0.7	0.1%	-2	15	1
Cc1ccnc2nc(C(=O)Nc3cc(Cl)ccc3N3CCOCC3)nn12	-1	7	0	7	-1.2	10%	-7	-2	-10
COc1ccccc1N1CCN(S(=O)(=O)CCNC(=O)c2ccc(Br)o2)CC1	0	4	1	-2	-0.6	0.5%	6	-2	8
COc1cc(-c2cc(=O)c3c(O)c(OC)c(OC)c(OC)c3o2)cc(OC)c1OC	15	0	0	3	-1.3	-2.2%	-3	-7	0
Oc1ccc(Cl)cc1CNCC1CCCCC1	-5	x	13	8	0.8	-1.4%	-10	-3	5
Cc1cccn2c(=O)nc(SCC(=O)N3N=C(c4cccs4)CC3c3ccc(F)cc3)nc12 (stereo not drawn)	-7	-12	0	0	0.0	2.5%	4	5	3
CCc1ccc(NC(=O)c2sc3nc4c(cc3c2N)CN(CC)CC4)cc1	x	-25	5	2	1.1	6.6%	-5	5	-16
CN(C1CCCCC1)S(=O)(=O)c1ccc(S(=O)(=O)N2CCN(C(=O)c3ccccc3F)CC2)cc1	6	-1	2	-5	-1.7	-1.2%	0	-10	-2
O=C(COC(=O)c1cc(=O)[nH]c2ccc(Br)cc12)c1ccccc1	-16	-23	0	33*	-1.3	-8.1%	2	7	108
CCOc1ccc(NC(=O)CSc2nc3c(c(=O)n2-c2ccccc2OC)SCC3)cc1	7	-6	4	-11	-0.6	-0.3%	-12	-9	-11
COc1ccc(OCCSc2nc3ccccc3c(=O)[nH]2)cc1	-14	17	0	3	-0.5	u	3	2	-4
O=C(CCCC(=O)OCC(=O)NC1CCCC1)Nc1ccccn1	-6	1	1	5	-0.1	1.0%	-5	6	-4
CCCCNc1c2c3c(cccc3n(C)c1=O)C(=O)c1ccccc1-2	11	9	326*	-4	93*	5.4%	-7	-12	-47*
CCCCNC(=O)C(=O)NCCCn1ccnc1	-25	9	0	1	4.8	-1.0%	14	13	-6
CCOC(=O)Cn1nc(C)n(-c2ccc(C)cc2)c1=O	1	0	1	-5	0.1	-3.3%	-3	-11	-15
Cc1ccc(Oc2ccc(OCC(=O)NC(CC(C)C)C(=O)O)cc2)cc1 (stereo not drawn)	7	-16	2	0	2.0	-0.3%	6	0	-3
COc1cc(C(=O)Nc2cccc(NC(=O)c3ccccc3)c2)cc(OC)c1OC	0	-9	1	-2	-0.5	2.2%	-3	-10	-2
COc1cc(OC)c(C2N(c3cc(C)on3)C(=O)C3CCCN32)cc1OC (stereo not drawn)	14	20	1	-3	0.1	-2.7%	-6	-3	-20
O=C(Nc1nc(-c2ccc(S(=O)(=O)N3CCOCC3)cc2)cs1)c1ccccc1	1	-18&-20	9	18	-1.1	1.2%	-2	33*	-12
CC(C)c1ccc(S(=O)(=O)c2nnn3c2nc(N2CCCCC2)c2ccccc23)cc1	1	9	3	-3	-0.9	1.6%	-2	7	8
COc1ccc(OCCCC(=O)OCC(=O)Nc2nnc(-c3ccccc3)o2)cc1	20	-1	0	12	-0.2	-0.9%	1	-8	6

Following part
SMILES	D2 antag	RXFP1 antagonist	D1 agonist	TRHR enhancer	D2 ag	RXFP1 ag	D1 PAM	D2 PAM	D1 antag
Cc1cccc(C)c1NC(=O)CSc1nnc(Cn2nnc(-c3ccccc3)n2)n1-c1ccccc1	-28	4	5	-3	1.9	2.3%	-1	-1	8
COc1cccc(CNC(=O)c2cc(COc3c(F)cccc3F)on2)c1	-18	4	4	-1	1.3	3.9%	-7	-2	-20
CC(C)(C)c1ccc(C(=O)Nc2cccnc2)cc1	x	x	-1	-13	x	1.0%	-2	-1	-4
CN1CCN(c2nc3c(c(=O)[nH]c(=O)n3C)n2CCSc2nnnn2-c2ccccc2)CC1	-15	1	3	-4	-0.1	2.3%	-11	-2	-5
Cc1ccc(S(=O)(=O)Nc2cc3c(cc2C#N)OCO3)cc1C(N)=O	-6	-8	7	-4	2.8	-0.2%	x	-6	4
CC(C)C(=O)N(Cc1cc2ccccc2[nH]c1=O)C(C)C	x	-10	0	-4	x	1.3%	-3	x	1
CCOC(=O)C(NC(=O)NCc1ccccc1OC)(OCC)C(F)(F)F (stereo not drawn)	-5	5	3	13	-1.3	0.1%	-6	-3	3
COc1cccc(/C=C/C(=O)OCC(=O)NC2CC2)c1	18	-5	23	1	0.3	0.8%	x	14	6
CCOC(=O)c1cc2c(=O)n3ccccc3nc2n(Cc2ccccc2Cl)c1=N	-1	x	1	3	0.7	0.4%	4	-8	4
COc1cccc(Nc2nc3ccccc3c(=O)[nH]2)c1	-5	-37	7	-6	0.2	0.0%	1	-2	5
O=C(NCc1ccccc1F)c1cccc(S(=O)(=O)N2CCCCCC2)c1	-16	0	21	4	-0.4	0.1%	x	12	-9
COc1ccc(CN2CCCC(CO)(Cc3ccc(F)cc3)C2)c(OC)c1OC (stereo not drawn)	11	-5	3	4	0.2	-1.9%	-6	-9	9
N#CCC(=O)NN=C1CCCCCCCCCCC1	-15	15	13	19	-0.1	-2.5%	-7	6	6
O=C(NCc1ccc(Cl)cc1)C1CCN(S(=O)(=O)c2cccs2)CC1	4	9	2	22	-3.2	2.8%	-6	x	-3
O=C(Nc1ccccc1)C1CCCN(C(=O)c2ccc(Cl)cc2)C1 (stereo not drawn)	12	u	-1	-3	0.4	2.2%	0	3	-6
CC(C)CCn1c(Sc2nc3ccccc3s2)nc2c1c(=O)[nH]c(=O)n2C	-18	-12	2	-8	1.0	1.2%	2	22	34
CCOc1ccc(-c2nnc(SCC(=O)Nc3ccc4c(c3)c3ccccc3n4CC)n2N)cc1	-12	-25	2	2	1.1	21%	-5	-7	4

Compound activity: PubChem BioAssay, National Center for Advancing Translational Sciences (NCATS)
